Screens as filed in PubChem BioAssay.
EP2 antag – blocks the human prostaglandin E2 receptor EP2. P43116. C6 glioma cells expressing human EP2, cAMP TR-FRET; cells stimulated with saturating PGE2. inhibition, % at 25 µM. 0.52% of 260,000 active;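 active means percent inhibition above 40 after rounding to a whole number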;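 further: rat C6 glioma host cells with rolipram phosphodiesterase inhibitor present; the protocol text gives 20 µM as final concentration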
Target sequence (P43116 whole entry, looked up): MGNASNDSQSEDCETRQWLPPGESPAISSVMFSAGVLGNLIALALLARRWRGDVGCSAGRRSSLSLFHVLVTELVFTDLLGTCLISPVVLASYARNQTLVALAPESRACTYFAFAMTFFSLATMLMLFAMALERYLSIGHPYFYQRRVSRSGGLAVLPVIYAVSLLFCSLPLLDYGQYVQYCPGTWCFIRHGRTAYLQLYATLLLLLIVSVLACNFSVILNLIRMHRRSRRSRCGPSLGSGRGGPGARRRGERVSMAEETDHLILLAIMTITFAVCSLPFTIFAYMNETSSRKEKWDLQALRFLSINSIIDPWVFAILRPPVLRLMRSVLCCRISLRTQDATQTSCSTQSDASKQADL
eIF4E-4G inh – inhibitors of eIF4E and eIF4G interaction in translation initiation; TR-FRET eIF4E-eIF4GI(517-606) binding, 2 h; AID 782; P63073+Q04637; inhibition, % at 21.7 µM; 0.37% of 220,000 active;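 active means inhibition above about 30%, limit read from the data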;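 further: 0% = full FRET control wells and 100% = background wells lacking eIF4GI fragment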
EP2 modulator – modulators of human EP2 prostaglandin E2 receptor; EP2-expressing cells, cAMP HTRF FRET, PGE2 co-stimulation; induction, % at 25 µM; 0.83% of 260,000 active; AID 940;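 active means compounds whose cAMP rise, as percent of the full-agonist control response, exceeds 60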;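 further: rat C6 glioma line stably carrying human EP2 under a CMV promoter; the protocol text gives 20 µM as final concentration; 100% = response of wells given 1 µM PGE2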
m-calpain inh – calpain II (pig) inhibition | 0.37% of 220,000 active | purified calpain II, fluorogenic peptide substrate, 30 min | inhibition, % at 16 µM;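 active means inhibition above about 50%, limit read from the data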
zVAD death inh – blocks zVAD induced death of L929 cells; L929 zVAD necroptosis rescue, ATP luminescence, 24 h; with zVAD 60 µM; viability rescue, % at 10 µM; 0.38% of 220,000 active;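 active means activation, scaled between plate controls, above about 75%, limit read from the data; inactive means activation under that limit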;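 further: 0% = zVAD with DMSO and 100% = DMSO alone without zVAD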
TbHK1 inh – T. brucei hexokinase 1 inhibition; 0.11% of 220,000 active; AID 1430; recombinant TbHK1, G6PDH-coupled NADH A340; inhibition, % at 10 µM;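 active means inhibition of 50% or more in the single-dose primary screen; inactive means inhibition below 50%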
Rad51 HR inh – blocks human Rad51 in homologous recombination | inhibition, % at 10 µM | 0.085% of 200,000 active | hRad51 DNA strand exchange, fluorescence dequenching | Q06609;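 active means inhibition above 40% at the single screening dose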;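 further: 0% = DMSO control wells and 100% = blanks with heterologous ssDNA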
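System: human Rad51 nucleoprotein filaments preassembled on unlabelled ssDNA. Reagent: labelled 47-mer dsDNA for strand exchange. Schedule: 30-min compound preincubation and 15-min exchange, both room temperature. Measured by: FRET fluorescence dequenching, excitation 485 nm, emission 520 nm. Read-out: Fluorescence-based percent inhibition, control- and blank-normalised. Benchmarks: plate controls and plate blanks.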
Hck Nef HTS – blocks Nef-activated human Hck kinase | P08631 | Recombinant Hck-YEEI plus Nef, Z-Lyte FRET kinase assay | inhibition, % at 20 µM | 0.68% of 220,000 active;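 active means Hck-Nef kinase inhibition above about 50%, limit read from the data; inactive means inhibition below that limit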;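 further: 0% = DMSO with Hck plus Nef and 100% = Hck alone without Nef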
Target sequence (P08631 whole entry, looked up): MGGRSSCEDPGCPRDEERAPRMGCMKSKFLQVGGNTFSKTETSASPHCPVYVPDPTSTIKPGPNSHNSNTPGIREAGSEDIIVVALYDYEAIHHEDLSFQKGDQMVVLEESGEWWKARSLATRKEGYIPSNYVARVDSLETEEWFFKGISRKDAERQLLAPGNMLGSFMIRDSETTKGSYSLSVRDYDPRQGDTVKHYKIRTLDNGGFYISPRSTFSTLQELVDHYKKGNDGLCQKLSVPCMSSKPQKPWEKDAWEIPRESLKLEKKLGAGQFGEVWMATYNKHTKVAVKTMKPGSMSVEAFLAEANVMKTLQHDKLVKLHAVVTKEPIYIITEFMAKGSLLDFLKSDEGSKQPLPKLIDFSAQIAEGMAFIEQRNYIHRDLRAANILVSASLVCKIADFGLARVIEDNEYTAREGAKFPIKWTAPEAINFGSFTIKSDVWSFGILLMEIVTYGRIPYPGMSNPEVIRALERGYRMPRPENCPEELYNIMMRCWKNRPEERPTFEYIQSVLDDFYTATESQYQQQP
14-3-3 Bad inh – disrupts binding of bovine 14-3-3 zeta to phospho-Bad peptide; P63103; TR-FRET 14-3-3zeta/Dy647-pBad peptide displacement, 1 h; inhibition, % at 21.7 µM; 0.71% of 220,000 active; AID 781;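 active means inhibition above about 70%, limit read from the data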;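 further: 0% = full 14-3-3 plus peptide FRET controls and 100% = background without 14-3-3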
* = called active by the depositor; i = inactive; . = no result given; & = joins results of further samples; [ ] = dose if it differs, or a comment.

Compound,Hck Nef HTS,EP2 modulator,m-calpain inh,14-3-3 Bad inh,zVAD death inh,eIF4E-4G inh,TbHK1 inh,Rad51 HR inh,EP2 antag
COc1cccc(NC(=O)COC(=O)CNS(=O)(=O)c2c(F)cccc2F)c1,0.0,0.6,0.2,-3.9,0.5,1.3,-4.8,-1.1,4.2
COc1ccc(/C=c2\sc3nc(-c4ccccc4)c(-c4ccccc4)n3c2=O)cc1OC,1.3,13.7,-140.6,-10.7,8.2,-1.2,-24.4,.,.
CN1CCN(C(=O)Nc2ccccc2CC[N+](=O)[O-])CC1,30.3,-2.5,-4.5,-2.2,2.2,-2.8,1.7,-7.0,-0.1
CC(=O)c1ccc(N2CC(C)(C)C2=O)cc1,15.1,-10.3,20.3,13.7,3.7,1.8,5.5,-3.9,11.3
COc1ccccc1Nc1nc(N)nc(CN2CCC(Cc3ccccc3)CC2)n1,-0.1,5.3,29.1,-11.2,0.1,-8.2,-5.4,-7.6,6.6
Cc1ccc(Nc2nc(N)nc(CCl)n2)cc1,-1.6,-7.5,6.2,4.2,-1.3,1.9,0.2,-4.8,9.6
O=C(NC1CCCCC1)C1CCCN(S(=O)(=O)c2cccs2)C1 (stereo not given),1.2,-3.7,24.6,18.9,0.5,-8.8,38.6,5.4,13.2
Cc1ccc(N2NC3(CCN(C(N)=O)CC3)NC2=O)cc1,8.4,-7.5,-0.4,-9.1,-0.2,2.4,1.5,-118.9,9.9
CC(C)n1c(O)c(N=Nc2ccc(Cl)nn2)c2ccccc21,1.8,8.4,2.9,-1.2,0.2,1.0,-10.6,-91.3,7.0
COc1ccc(CCn2c(C)cc3c(c2=O)C(c2ccncc2)C(C#N)=C(N)O3)cc1OC (stereo not given),3.2,-1.6,-2.4,-1.2,-0.1,-2.2,19.4,6.4,4.6
COc1ccc(C(=O)c2cnc3ccccc3c2-c2ccccc2)cc1,1.4,92.5*,13.4,0.6,0.2,0.7,3.3,2.9,7.0
CC(C)CCNC(=O)C(C)N(Cc1ccc(F)cc1)C(=O)c1ccc(CN2CCOCC2)o1 (stereo not given),16.3,-8.1,-16.1,-7.8,0.4,-2.4,-1.7,.,0.9
CC(=O)c1sc(NC(=O)c2ccc(C)cc2)nc1C,0.8,17.6&2.4,-30.1,-3.6,0.6,-5.2,-3.0,-9.3,7.1&5.4
Cn1c(SCC(=O)c2c(N)n(C)c(=O)n(C)c2=O)nnc1-c1ccccc1,0.7,-7.0,22.8,6.3,0.6,0.8,28.5,2.0,4.8
COc1ccc(C(=O)c2cnc[nH]2)cc1OC,-7.3,8.9,14.2,2.3,0.7,3.2,-20.1,-25.9,5.2
COc1ccccc1CC(=O)NNS(=O)(=O)c1ccccc1[N+](=O)[O-],13.0,37.3,-21.1,-8.1,20.7,8.3,-3.4,22.2,9.1
CCOC(=O)N1CCC(NC(=O)c2cc(S(=O)(=O)N3CCc4ccccc43)cn2C)CC1,-0.4,-11.7,-15.3,-7.2,3.6,-9.3,-8.5,7.6,14.5
Cc1ccc(C(=O)Nc2ccc(Cc3ccncc3)cc2)cc1[N+](=O)[O-],0.9,-34.2,-1.4,35.8,-0.1,6.2,-14.0,.,.
CCOC(=O)CN1C(=O)S/C(=C/c2ccc(N3CCCCC3)o2)C1=O,-1.1,-8.4,-10.2,3.0[fluorescence artefact?],0.7,-4.5[fluorescence artefact?],4.4,-173.0,9.6
CCc1nc(-c2ccccc2)cc(=O)[nH]1,0.3,3.5,-15.7,-2.0,0.5,3.1,-6.2,0.0,7.5
CCOC(=O)C(Cc1ccccc1)C(=O)Nc1cccc2ccccc12 (stereo not given),1.6,22.7,24.4,-0.2,-0.2,3.7,-2.7,2.1,-0.4
COc1ccc(CC(=O)OCC(=O)Nc2ncc(Cl)cc2Cl)cc1OC,-1.8,-6.4,-1.4,-12.9,-0.2,9.8,5.3,-3.2,2.1
Cc1cc(C)c2nc(N3CCC(C(=O)N4CCN(C(=O)c5ccco5)CC4)CC3)sc2c1,-0.4,33.8,-7.8,1.2,0.1,7.4,-10.6,6.6,14.3
CCCC(=O)OCC(=O)Nc1cc([N+](=O)[O-])ccc1OC,10.9,9.7,-20.3,0.8,2.0,-1.8,-11.4,6.5,6.2
O=C1c2ccccc2S(=O)(=O)N1Cc1nc2ccccc2s1,-0.4,-59.4,-15.4,-1.1,-0.1,-3.5,5.3,-0.5,14.8
O=C(c1ccco1)N1CCN(S(=O)(=O)c2ccc3[nH]c(=O)oc3c2)CC1,-0.1,11.2,1.4,7.0,0.0,6.2,-0.6,5.1,3.5
COc1ccccc1-c1cc(C(=O)N2CCN(c3ccc(F)cc3)CC2)no1,-0.7,-24.1,-35.9,-2.7[fluorescence artefact?],0.1,-15.8[fluorescence artefact?],2.7,-6.2,3.8
Cc1ccccc1-n1c(SC2CCOC2=O)nnc1-c1ccncc1 (stereo not given),23.9,2.2,-11.9,-11.5,0.3,0.3,-0.5,13.0,4.4
CCOc1ccc(Br)cc1S(=O)(=O)Nc1ccc(NC(=O)c2ccccc2F)cc1,2.0,-37.5,-15.2,-10.7,0.9,11.2[fluorescence artefact?],-5.4,-17.5,5.4
C=CCNC(=S)/N=c1/ccccn1CC,10.4,-0.8,-21.9,-1.9,0.5,-9.3,-25.8,-14.1,6.8
Cc1ccc(CC(=O)NCCCn2ccnc2)cc1,23.2,-10.7,-1.3,-3.2,0.5,5.6,-1.1,-2.3,5.2
Cn1c(SCC(=O)Nc2ccccc2)nnc1-c1ccc2nonc2c1,7.4,-19.4,16.6,0.2,-0.3,-0.1,5.0,2.9,0.8
CCCCN(C)C(=O)c1nc2ccccn2c1CN1CCC[C@H]1C(=O)OC,3.5,21.9,-12.0,-7.2,-0.2,0.2,-1.6,-17.1,4.2
CC(C)OP(=O)(OC(C)C)C(Nc1ccccc1)c1cccnc1 (stereo not given),26.4,-9.8,4.0,-3.9,0.2,0.7,0.0,.,6.5
C=CCNC(=S)NNC(=O)COc1cccc(Cl)c1,2.1,18.0,-3.3,-4.7[fluorescence artefact?],0.0,-3.2,6.1,4.4,6.9
CC1CC(C)(C)CC2(C1)NC(=O)N(CC(=O)NCCc1c[nH]c3ccccc13)C2=O (stereo not given),-0.5,9.2,15.4,-10.8,0.2,-1.0[fluorescence artefact?],2.6,-12.9,-0.6
c1ccc(-c2ncnc3cc4n(c23)CCC4)cc1,8.1,12.3,-146.3,1.9,-0.6,1.7,2.9,-9.0,11.9
CN(CC1CCCO1)S(=O)(=O)c1ccc(C(=O)N2CCN(c3ccccc3)CC2)cc1 (stereo not given),25.4,-31.0,13.3,-2.7,3.6,0.3,0.2,-1.9,15.3
CCOC(=O)c1cnn2c(C)cc(-c3ccccc3)nc12,2.7,16.5,i,-6.1[fluorescence artefact?],1.8,-17.1,-23.5,0.8,3.1
Cc1cc(Cl)c(OCCOCCN2CCC(C)CC2)c(Br)c1,1.6,-17.6,-3.0,8.6,-0.7,12.6,20.6,2.9,7.4
CCOC(=O)c1sc(NC(C)=O)c(C(=O)OCC)c1C,-1.5,14.3,6.2,-2.2,-0.3,-12.8,2.5,-2.5,20.4
O=C1OCCC1Sc1nc2ccccc2c(=O)n1Cc1ccc(F)cc1 (stereo not given),7.3,17.1,3.3,-7.2,-0.1,0.9[fluorescence artefact?],-1.1,.,7.5
CC(=O)c1ccc(NC(=S)N2CCN(CCN3C(=O)c4cccc5cccc(c45)C3=O)CC2)cc1,12.9,15.6,18.7,36.4,1.8,7.3,-10.3,9.3,9.0
COC(=O)Cn1ncc2c3ccccc3n(C)c2c1=O,0.0,2.7,-1.2,1.1,1.5,-2.5,-2.5,4.6,9.4
Cc1nc(Cl)c2c(n1)N(CC(N)=O)C(=O)CO2,-1.1,17.7,-4.5,5.4,0.1,18.4,1.4,12.4,2.6
CCC(C)NCC(=O)Nc1ccc(-c2nc3cc(NC(=O)CNC(C)CC)ccc3o2)cc1 (stereo not given),1.8,-57.6,i,-9.6,0.5,-1.4,-37.2,.,20.6
O=C(CSC1CN(C(c2ccccc2)c2ccccc2)C1)N/N=C/c1ccc(Cl)cc1Cl,14.5,27.9,-18.4,-2.4,0.1,-0.5,-3.3,.,12.4
COc1ccc(-c2noc(CSc3ccccc3)n2)cc1OC,1.5,-17.1,24.2,-4.8,1.4,-8.3,10.5,3.4,10.4

No new results follow: 3 of the compounds above.
Compound,Hck Nef HTS,EP2 modulator,m-calpain inh,14-3-3 Bad inh,zVAD death inh,eIF4E-4G inh,TbHK1 inh,Rad51 HR inh,EP2 antag
Cc1cc(Cl)c(OCCOCCN2CCC(C)CC2)c(Br)c1,1.6,-17.6,-3.0,8.6,-0.7,12.6,20.6,2.9,7.4
CCOC(=O)c1sc(NC(C)=O)c(C(=O)OCC)c1C,-1.5,14.3,6.2,-2.2,-0.3,-12.8,2.5,-2.5,20.4
O=C1OCCC1Sc1nc2ccccc2c(=O)n1Cc1ccc(F)cc1 (stereo not given),7.3,17.1,3.3,-7.2,-0.1,0.9[fluorescence artefact?],-1.1,.,7.5

Going on with the list:
Compound,Hck Nef HTS,EP2 modulator,m-calpain inh,14-3-3 Bad inh,zVAD death inh,eIF4E-4G inh,TbHK1 inh,Rad51 HR inh,EP2 antag
Cc1c(/C=N/NC(=O)CNc2ccccc2)c2ccccn2c1C(=O)c1ccccc1,-0.1,-11.5,-51.1,3.2,8.1,-0.3,-3.2,7.3,5.4
Cc1ccc(S(=O)(=O)NCC2(c3ccccc3)CCOCC2)cc1,27.7,9.3,10.1,-7.3,1.6,-2.7,-0.9,15.8,6.1
CCCCSC1=C(C#N)C(c2ccccc2C)C(C(=O)OCC)C(=O)N1 (stereo not given),2.0,31.0,6.7,8.4,-0.5,3.8,8.4,-0.8,7.1
CCOC(=O)CNC(=O)CSc1nnc(-c2ccco2)n1Cc1ccco1,2.2,17.2,-15.4,4.0,0.3,-3.5,7.2,.,6.2
Cc1cc(C)c2c(c1)c(C)cc1nnc(SCC(=O)NCc3ccco3)n12,4.4,-8.3&-36.8,-11.3,-4.7,-0.2,5.8,-1.5,-4.8,5.1&8.4
CC1CC(C)CN(Cc2nc3c(c(=O)n(C)c(=O)n3C)n2CCN2CCOCC2)C1 (stereo not given),2.7,6.8,13.9,5.3,0.2,1.6,43.2,-4.7,2.4
COc1ccc(C(=O)C2CCCN(Cc3ccc4nonc4c3)C2)c(C)c1 (stereo not given),23.6,-45.3,14.9,-5.6,0.3,-1.5,-9.6,.,20.1
CCn1c(/C=C/c2c[nH]c3ccccc23)nc2ccccc2c1=O,9.5,-83.4,-2.9,2.5,-1.0,-2.7,-2.2,-7.2,29.5
O=C1CC(SC(=Nc2ccccc2)Nc2ccccc2)C(=O)N1c1cccc2ccccc12 (stereo not given),-0.6,35.5,-57.3,9.4,0.6,1.6,14.6,-4.8,9.4
O=C(O)C1CSC(CCc2ccccc2)N1 (stereo not given),2.1,23.4,-15.5,0.7,3.2,4.2[fluorescence artefact?],3.8,-1.6,5.3
COc1ccc(CN2CCC(N(CCc3ccccc3)Cc3ccccc3)CC2)c(OC)c1,-1.5,21.9,17.4,28.2,0.3,4.1,22.4,33.1,2.7
C/C(=N\NC(=O)c1cc(-c2cccc([N+](=O)[O-])c2)n[nH]1)c1ccc(F)cc1,25.8,-41.2,2.4,23.8,1.4,7.1,7.5,-11.3,10.5

These rows are one share of the data (hit frequency here may not be typical).
